TTR transcr act = activators of transthyretin transcription | 1.3% of 92,000 active | SH-SY5Y TTR promoter Gaussia luciferase, luminescence; 100% = recombinant luciferase protein wells | activation, % at 16.7 µM;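 active = activation above the mean of all tested compounds plus 3 SD, cut at about 9.5% in these data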;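 note: cells exposed to compounds for one day before reading; 0% = median of all test compound wells on the plate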
The depositor's hits bear a star.

Start of the listing, in advance, two compounds:
SMILES	TTR transcr act
OCC1OC(c2ccccc2)OC2COC(c3ccccc3)OC12 (stereo not given)	0.1
O=C(Nc1cccnc1)C1COc2ccccc2O1 (stereo not given)	1.0

The whole of this part, previewed entries included:
SMILES	TTR transcr act
OCC1OC(c2ccccc2)OC2COC(c3ccccc3)OC12 (stereo not given)	0.1
O=C(Nc1cccnc1)C1COc2ccccc2O1 (stereo not given)	1.0
CN(C)c1ccc(CN(C(=O)c2ccco2)C2CCS(=O)(=O)C2)cc1 (stereo not given)	0.1
COc1cc(C(=O)NNC(=S)NC(=O)c2ccc(F)cc2)cc(OC)c1OC	2.0
Cc1ccc(NC(=O)CN2CCCC2)c2c1CC(C)(C)O2	-0.7
COc1ccc2c(c1OC)C(=O)OC2CC(=O)c1ccc2c(c1)OCO2 (stereo not given)	-1.4
CCN1C(=O)CC(N2CCOCC2)C1=O (stereo not given)	3.1
CN1C(=O)c2cc(NC(=O)c3ccc(F)cc3)ccc2OC[C@H]2O[C@H](CC(=O)NC3CCC3)CC[C@H]21	0.6
Cc1cccc[n+]1CC(=O)c1ccc(Cl)cc1	2.4
O=C(CSc1nnc(Cc2ccc(Cl)cc2)o1)Nc1ccccc1	-1.1
CCOC(=O)c1sc(N)nc1C(F)(F)F	-0.8
CS(=O)(=O)c1nc2c(cc1C#N)CCCC2	3.6
O=c1[nH]c2ccc(NC(=S)Nc3ccc(Cl)cc3Cl)cc2[nH]1	2.8
N#Cc1c(N)nc(SCc2ccncc2)c(C#N)c1-c1cccs1	-1.8
COC(=O)c1nc2cc(C)ccn2c1F	-0.9
Cc1cc(C)n2c(SCC(=O)Nc3cc(S(=O)(=O)N(C)C)ccc3C)nnc2n1	0.7
Cc1cc(-c2ccccc2)n(-c2cc(N/N=C/c3ccccc3O)ncn2)n1	-3.3
CCOC(=O)N1C2=NC(C(=O)OC)=C(C(=O)OC)[C@@H]3N(C)c4ccccc4[C@]23C[C@H]1C(=O)OC	3.1
CCO[C@@H]1OC(C(=O)N2CCCCCCC2)=C[C@H](c2ccc3c(c2)OCO3)[C@H]1CCCO	4.7
CSC1=NSC2=NC(=O)/C(=C\c3coc4ccccc4c3=O)C(=N)N12	2.5
O=c1c2ccccc2cnn1-c1ccc(Br)cc1	-0.4
CCOC(=O)N1CCN(c2c(NCCc3ccccc3)c(=O)c2=O)CC1	-1.6
C=CCOc1ccc(/C=C2\SC(=Nc3cccnc3)NC2=O)cc1	4.0
COc1ccc(C2N(C(=O)N(C)C)CCN2S(=O)(=O)c2ccc(OC)cc2)cc1 (stereo not given)	0.1
COc1ccc(OC)c(/C=N/N=C(\N)c2nonc2N)c1	-1.6
(continued)
SMILES	TTR transcr act
Cc1cc(NC(=O)/C=C/c2ccccc2Cl)n(-c2nc3ccccc3[nH]2)n1	-0.5
Cc1cc(C(=O)OCC(=O)NC2CCC(C)CC2)c(C)o1 (stereo not given)	1.1
COc1cc2nc(Nc3cccc(F)c3)nc(N)c2cc1OC	-1.6
O=C(Nc1nncs1)c1cccnc1Cl	0.0
CC(=O)Cn1cnc2c(cnn2-c2ccccc2)c1=O	0.4
COCOCCn1cc(CN2CCS(=O)(=O)N(Cc3ccc(-c4ccc(C)cc4)cc3)C(CC(C)C)C2=O)nn1 (stereo not given)	-0.2
COc1cc(C)c(S(=O)(=O)NCc2cccs2)cc1C	1.9
CN(C)CCNC(=O)c1ccccc1	0.2
O=C(CN1CCN(Cc2ccc3c(c2)OCO3)CC1)Nc1ccc2[nH]c(=O)[nH]c2c1	-0.1
CCn1ccnc1CNC(=O)CC1C(=O)NCCN1Cc1ccc(F)cc1Cl (stereo not given)	1.9
CC(=O)Nc1ccc(NC(=O)CCc2nc3ccccc3c(=O)[nH]2)cc1	-2.5
CCCCSc1ccc2nc(-c3ccc(C#N)cc3)cn2c1	-1.6
CNC(=O)C1=C(C)Nc2nc3ccccc3n2C1c1cccc(OC)c1 (stereo not given)	1.1
O=C(NNc1ccc([N+](=O)[O-])cc1)C12CC3CC(CC(C3)C1)C2	5.9
Cc1ccc(OCCn2cnc3sc(C(N)=O)c(C)c3c2=O)cc1	2.4
Cc1c(C(=O)N2CCOCC2)oc2ccc(S(=O)(=O)N3CCCC3)cc12	1.5
CC1(C)CC(=O)C=C(c2ccc(-c3ccc(S(C)(=O)=O)cc3)cc2)C1=O	-1.3
O=C(c1ccccc1)c1coc2c1C(=O)c1ccccc1C2=O	0.5
Cc1ccc(S(=O)(=O)NC(=O)Nc2nnc(C3CC3)s2)cc1	-0.7
COC(=O)c1nn(-c2nc(-c3cccc(OC)c3)cc(C(F)(F)F)n2)cc1[N+](=O)[O-]	-1.4
O=C1C(SC(F)(F)C(F)F)=C(C(F)(F)F)OC2C3C=CC(C3)C12 (stereo not given)	-2.7
Cn1cccc1C(=O)NC(=O)COC(=O)c1ccccc1Sc1ccccc1C#N	0.0
Cc1ccc(NC(=O)c2ccccc2NS(=O)(=O)c2ccc(F)cc2)cc1S(=O)(=O)N1CCCCC1	-5.0
COc1ccccc1-n1c(SCC(=O)O)nnc1-c1ccc(S(=O)(=O)N2CCCCC2)cc1	-1.3
CC(C)c1cccc(C(C)C)c1OC(=O)NC(=O)c1c(F)cccc1F	-1.3
The listing continues.
SMILES	TTR transcr act
CCCCn1c(=O)[nH]c(=O)c2c1nc(-c1ccccc1F)n2Cc1ccccc1OC	-0.5
Nc1[nH]c(C(=O)c2ccccc2)c(-c2ccc3ccccc3c2)c1C(=O)NCCc1ccc(Cl)cc1	3.9
O=S(=O)(c1ccc(F)cc1)N1CCN(C(=S)NCCc2ccccc2)CC1	2.3
CCOC(=O)COc1ccc(N)cc1CC(NC(C)=O)(C(=O)OCC)C(=O)OCC	8.7
Nc1ncnc2c1ncn2[C@@H]1O[C@H](C(=O)N2CCCN(Cc3ccccc3F)CC2)[C@@H](O)[C@H]1O	0.9
Cc1ccc(OC(=O)c2cc3ccccc3o2)cc1	0.6
CC(C)Sc1nc2c(cnn2-c2ccc(F)cc2)c(=O)[nH]1	0.8
CCCc1nc2oc3cc(OC)ccc3c(=O)c2c(=O)n1CCc1ccccc1	4.2
CC(=O)c1cccc(NC(=O)COC(=O)c2ccc3c(c2)OCO3)c1	-0.9
O=C(C1CCCCC1)N1C[C@H](n2cc(-c3ccc(F)cc3)nn2)[C@@H](O)C[C@@H]1c1ccc(Cl)cc1	1.2
CC(C)CC1(C)NC(=O)N(CC(=O)NC(=O)Nc2ccc3c(c2)OCCO3)C1=O (stereo not given)	0.1
COC(=O)c1ccccc1OS(=O)(=O)N(C)C	1.2
CCCCCCCSc1nsc(N)n1	0.9
Cc1ccc(NS(=O)(=O)c2cc([N+](=O)[O-])ccc2NNC(=S)Nc2cc(C)ccc2C)c(C)c1	-4.6
C=C1C(=O)[C@]23C[C@H]1CCC2[C@@]1(C)C(C[C@@H]3O)[C@](C)(C(=O)OC)CC[C@@H]1O (stereo not given in full)	-6.1
CN(C)C(=O)OCc1c(-c2ccccc2)ncc2ccccc12	-3.8
OCCN1CCN(C(=S)Nc2ccccc2)CC1	3.8
CCC(C(=O)NC(C)(C)C)N(Cc1ccccc1Cl)C(=O)c1snc(C(N)=O)c1N (stereo not given)	3.1
C=C(C)Cn1c(=O)c2c(nc3n2CC(C)CN3Cc2ccccc2)n(C)c1=O (stereo not given)	-2.6
CCCNC(=O)C1CCCN(S(=O)(=O)c2ccc3c(c2)CC(C)N3C(=O)C2CC2)C1 (stereo not given)	-0.6
CCOc1ccc(C(=O)Nc2c3c(nn2-c2ccc(F)cc2)CS(=O)C3)cc1 (stereo not given)	-0.7
COc1ccccc1NC(=O)N1CCN(CCc2ccccc2)CC1	-0.7
COC(=O)c1c(-n2c(C)cc(C=O)c2C)sc2c1CCCC2	-0.3
COc1ccc(-c2csc(Nc3cc(C)ccn3)n2)cc1OC	-5.9
O=C(CN1CCC(c2nc3ccccc3s2)CC1)N1CCCCC1	-0.2

Laid out differently: results already given.
SMILES | TTR transcr act
CC(=O)c1cccc(NC(=O)COC(=O)c2ccc3c(c2)OCO3)c1 | -0.9
O=C(C1CCCCC1)N1C[C@H](n2cc(-c3ccc(F)cc3)nn2)[C@@H](O)C[C@@H]1c1ccc(Cl)cc1 | 1.2
CC(C)CC1(C)NC(=O)N(CC(=O)NC(=O)Nc2ccc3c(c2)OCCO3)C1=O (stereo not given) | 0.1
COC(=O)c1ccccc1OS(=O)(=O)N(C)C | 1.2
CCCCCCCSc1nsc(N)n1 | 0.9
Cc1ccc(NS(=O)(=O)c2cc([N+](=O)[O-])ccc2NNC(=S)Nc2cc(C)ccc2C)c(C)c1 | -4.6
C=C1C(=O)[C@]23C[C@H]1CCC2[C@@]1(C)C(C[C@@H]3O)[C@](C)(C(=O)OC)CC[C@@H]1O (stereo not given in full) | -6.1

A few values from the entries so far:
TTR transcr act result of Cn1cccc1C(=O)NC(=O)COC(=O)c1ccccc1Sc1ccccc1C#N is entered as 0.0
TTR transcr act result of COCOCCn1cc(CN2CCS(=O)(=O)N(Cc3ccc(-c4ccc(C)cc4)cc3)C(CC(C)C)C2=O)nn1 (stereo not given) is entered as -0.2
TTR transcr act result of CCCc1nc2oc3cc(OC)ccc3c(=O)c2c(=O)n1CCc1ccccc1 is entered as 4.2
TTR transcr act result of COC(=O)c1ccccc1OS(=O)(=O)N(C)C is entered as 1.2
TTR transcr act result of CN(C)CCNC(=O)c1ccccc1 is entered as 0.2
TTR transcr act result of Cc1ccc(S(=O)(=O)NC(=O)Nc2nnc(C3CC3)s2)cc1 is entered as -0.7

Going on with the list:
SMILES	TTR transcr act
O=C(O)C1CCCN1c1ncnc2c1oc1ccccc12 (stereo not given)	3.6
O=[N+]([O-])c1cc(-c2n(-c3ccccn3)c3ccccc3[n+]2-c2ccccn2)ccc1Cl	1.1
CCn1ccnc1CN(C)Cc1cn(-c2ccc(C)cc2)nc1-c1ccc(F)cc1	-1.5
CC1(C)Cc2cccc(OCC(=O)NCCc3ccccc3)c2O1	-1.6
Cc1ccc2nc(C)cc(OCC(=O)O)c2c1	0.0
COc1ccc(/C=N/NC(=O)C2C(C=C(Cl)Cl)C2(C)C)c(OC)c1 (stereo not given)	1.0
COc1ccc(CCN2CC(C(=O)NCc3cnn(C(C)C)c3)CCC2=O)cc1 (stereo not given)	1.4
CCn1c(SCC(=O)NCC2CCCO2)nc2c(c1=O)SCC2 (stereo not given)	-0.5
O=C(C(=O)N1CCc2ccccc2C1)c1cn(CC(=O)N2CCCC2)c2ccccc12	0.6
CC1CCN(c2nnc(NC(=O)Cn3c(=O)oc4ccccc43)s2)CC1	0.6
Cc1ccc2cccc(CC(=O)NN)c2c1	-0.7
O=C1c2cccc(Cl)c2C(=O)N1c1ccccn1	0.0
CC(=O)Nc1c(F)cc(Br)cc1F	0.2
Cc1c(C(=O)NCc2ccccc2)oc2ccc(S(=O)(=O)N3CCCC3)cc12	-2.3
COc1cc(C(=O)Nc2ccc3c(c2)Cc2ccccc2-3)cc(OC)c1OC	-2.5
C/C(=N\NC(N)=S)c1ccc(Cl)s1	-0.8
CC(Sc1nnc(-c2ccccc2F)n1C1CC1)C(N)=O (stereo not given)	-1.2
Cc1ccc(CSCC(=O)N(C)CC(=O)Nc2ccccc2Cl)cc1	-1.2
Nc1ccc(NC(=O)c2ccco2)c(Cl)c1	3.1
O=C(COc1cccc2cccnc12)N1CCc2ccccc21	1.1
COc1cc2c(cc1OC)C(c1cc(C)ccc1C)CC(=O)N2 (stereo not given)	-1.6
CCCCCN1C/C=C\C(c2ccc(OC)cc2)N(Cc2ccc(F)cc2)C(=O)C1 (stereo not given)	2.5
O=C(NC1CCCCCCC1)c1ccc(Br)cc1	-1.2
CCOc1ccccc1NC(=O)COC(=O)CSc1ccc(Cl)cc1	4.4
COc1ccccc1NC(=O)CSc1ccc2nnc(-c3ccc(C)cc3)n2n1	-2.4
(next part)
SMILES	TTR transcr act
Cc1cc(C)c(NC(=O)Nc2ccccc2C)c(Cl)c1	0.3
C=CCNC(=S)Nc1sc2c(c1C(=O)OCC)CC(C)(CC)OC2 (stereo not given)	0.2
Cc1ccccc1NC(=O)C1CCCN1S(=O)(=O)c1ccc2c(c1)n(C)c(=O)c(=O)n2C (stereo not given)	0.1
CN(C)CCCn1c(SCC(=O)Nc2nccs2)nnc1-c1ccncc1	6.9
CCc1c(C)sc(NC(=O)c2cnn3cccnc23)c1C#N	-0.9
COc1cccc(CN2CCC(C(=O)N3CCN(c4ccccc4F)CC3)CC2)c1	-1.7
Nn1c(SCC(=O)NC(=O)NCc2ccco2)nnc1-c1ccc(OC(F)F)cc1	3.8
CC(C)CNC(=O)/C=C/C=C/CCCC/C=C/c1ccc2c(c1)OCO2	3.5
COc1ccc2c(C(=O)CN3CC(C)OC(C)C3)c[nH]c2c1 (stereo not given)	6.0
O=C(Cn1nc(-c2ccc(Cl)cc2)c2ccccc2c1=O)NCC1CCCO1 (stereo not given)	1.1
Cc1ccc(S(=O)(=O)c2nc(S(C)(=O)=O)sc2N2CCN(C)CC2)cc1	-0.9
O=C(COC(=O)/C=C/c1ccc(F)cc1)NCc1ccco1	-1.0
COc1ccc(CN2CCNC(=O)C2CC(=O)N2CCCO2)c(OC)c1 (stereo not given)	2.7
Cc1nnc(SCC(=O)Nc2nc(-c3ccccc3)cs2)n1N	4.1
Cc1cc(/C=C2\SC(=Nc3ccc(N4CCOCC4)cc3)N(C)C2=O)c(C)n1-c1cccnc1	-0.7
CCN(CC)c1ccc2cc(-c3nnc(-c4ccncc4)o3)c(=O)oc2c1	1.2
COc1cccc(NC(=O)CN(C)C(=O)CCCc2nc3ccccc3c(=O)[nH]2)c1	-0.8
O=C(NCc1ccco1)c1ccc2c(c1)N(Cc1ccccc1)CCS2	-1.6
CCN(CC)CCN(C(=O)CN1C(=O)CCC1=O)c1nc2cc3c(cc2s1)OCO3	0.1
O=C(COc1coc(CN2CCc3ccccc3C2)cc1=O)N1CCOCC1	-0.6
CC1CCCN(C(=O)c2ccc3nc[nH]c3c2)C1 (stereo not given)	3.3
O=C(O)C1CCCCC1C(=O)NCc1ccc(Cl)c(Cl)c1 (stereo not given)	0.0
COc1ccccc1OCCNC(=O)CNC(=O)c1ccc(C(C)(C)C)cc1	-0.8
CC(C)N1CCC(=O)NC1=O	2.3
COCc1cc(=O)[nH]c(SCC(=O)c2ccccc2)n1	1.8
O=C(CN1CCN(S(=O)(=O)c2ccccc2)CC1)Nc1ccc(Cl)c(Cl)c1	-1.0
CCOC(=O)C1CCCN(S(=O)(=O)c2c(C)noc2C)C1 (stereo not given)	-0.7
CSc1nc(NC(C)(C)C)nc(Oc2ccc(=O)n(C)n2)n1	2.1

From PubChem BioAssay

A portion of the library, so the mix of outcomes need not match the whole.
